# High-throughput results: PubChem BioAssay, NMMLSC
# Myeloid diff 2: promotes myeloid progenitor differentiation | 360,000 compounds, 1% hits | AID 624256 | calls only at 10 µM | ER-HoxA9 myeloid progenitors, lysozyme-GFP differentiation, flow cytometry;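 active = normalized GFP-positive differentiation at or above the plate's own cutoff, the solvent-only control mean plus 3 SD; inconclusive = no clear call, values can overlap the other calls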;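 also: cells exposed to compound for four days before flow analysis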
# Myeloid diff 2 GFP+ MAC1+ %: further read-out of Myeloid diff 2, marked with its call; GFP+ MAC1+ double positive, %; measured here: differentiation confirmed by MAC1 staining
# The depositor's hits bear a star; i = inactive; ? = inconclusive; · = not tested or not shown; + = active, no number. Only part of the results is shown. The share of hits here may be higher or lower than overall.
# The line under a structure holds: Myeloid diff 2	Myeloid diff 2 GFP+ MAC1+ %
- CNc1cccc(-c2cccc(O)c2)n1
→ i	2.2
- COC(=O)N(C)C[C@@H]1OCc2cn(nn2)CCCC(=O)N([C@@H](C)CO)C[C@H]1C
→ i	0.6
- COC(=O)[C@]12CCCCC=C1N(CCc1ccc(OC)c(OC)c1)C(=O)[C@H](CC(=O)NCc1ccc(C)o1)C2
→ i	3.7
- CC(C)C[C@H]1CNC(=S)N1C[C@H]1CCCN1C[C@H](CC(C)C)N1C[C@H](Cc2ccc(O)cc2)N(CC2CCCCC2)C1=S
→ ?	·
- O=C(c1[nH]c(C(F)(F)F)nc1-c1ccccc1)N1CCc2ccccc2C1
→ i	0.5
- CC1=C(C(=O)Nc2cccc(C(=O)NCC(C)c3ccccc3)c2)SCCO1 (stereo not drawn)
→ i	0.8
- C[C@@H]1CN([C@@H](C)CO)C(=O)CCCn2nncc2CO[C@H]1CN(C)C(=O)Nc1ccc(-c2cccs2)cc1
→ i	0.6
- CCCOc1ccc(F)cc1-c1cc(C(=O)Nc2ccc(F)c(Cl)c2)[nH]n1
→ i	2.2
- CCNC(=O)C1(C)CCCN(Cc2cccc3ccccc23)C1 (stereo not drawn)
→ i	0.7
- COC(=O)[C@@]12C[C@@H](CC(=O)N3CCC(c4ccccc4)CC3)C(=O)N(Cc3cccc4ccccc34)C1=CCC(C)(C)C2
→ i	3.8
- C[C@H](CO)N1C[C@H](C)[C@H](CN(C)C(=O)c2ccccc2)OCc2cnnn2CCCC1=O
→ i	2.2
- CCCC[C@@H]1Cc2[nH][nH]c(=O)c2[C@H](c2cccc3ccccc23)O1
→ i	1.0
- COCCCNC(=O)/C=C/[C@H]1O[C@@H](n2cnc3c(NC(=O)c4ccccc4)ncnc32)[C@H](O)[C@@H]1O
→ i	0.0
- CCC(=O)N1Cc2cc(C(=O)NCCOC)nc(-c3cccc(-c4ccc(C#N)cc4)c3)c2[C@H]1CCO
→ i	1.0
- CCCNC(=O)C1(C)CCCN(C(=O)c2c(F)ccc(C)c2F)C1 (stereo not drawn)
→ i	1.0
- COc1ccc(C(O)c2ncc(-c3ccccc3Cl)[nH]2)cc1F (stereo not drawn)
→ i	0.6
- CC1=C(C)N(C)[C@H](c2ccccc2Br)[C@H](O)C1=O
→ i	0.5
- COc1ccc(CN(C)C(=O)[C@H]2O[C@@H](n3ccc(N)nc3=O)[C@H](O)[C@@H]2O)cc1OC
→ i	1.8
- COCC(=O)Nc1ccc(S(=O)(=O)Nc2onc(C)c2C)cc1
→ i	0.8
- O=C1CCCN1C1CCN(Cc2ccccc2)S(=O)(=O)N1 (stereo not drawn)
→ i	1.2
- O=C(Nc1ccc(F)c(Cl)c1)c1cc(C2CCCN(C(=O)CCc3ccccc3)C2)on1 (stereo not drawn)
→ i	0.9
- Nc1ccc2c(Cl)cc(Cl)cc2c1
→ i	0.6
- COc1ccc(C(=O)N2CCCCC2c2cc(C(=O)Nc3cccc(C#N)c3)no2)cc1 (stereo not drawn)
→ i	1.3
- Cc1cccc(C(O)c2ncc(-c3ccc(C(F)(F)F)cc3)[nH]2)c1C (stereo not drawn)
→ i	0.7
- O=C(OCc1cn([C@H]2CN(C(=O)C3CCCCC3)[C@@H](c3ccc(Cl)cc3)C[C@@H]2O)nn1)c1ccccc1
→ i	1.3
- CCOC(=O)c1c(-c2ccc(OC)cc2)oc2c1C(OC(C)=O)CCC2 (stereo not drawn)
→ i	0.5
- Cc1cn(CC(=O)NCCCN2CCCC2=O)c(=O)[nH]c1=O
→ i	0.6
- Cc1ccc(S(=O)(=O)N2C[C@H]3C(=O)C[C@@H](c4ccc(Cl)cc4)N(S(=O)(=O)c4ccc(C)cc4)[C@H]3C[C@H]2c2ccccc2)cc1
→ i	1.0
- Nc1cc2c3ccccc3ccc2c2ccccc12
→ i	9.0
- CCc1noc(C)c1C(=O)N1CCCC(Nc2cccc(F)c2)C1 (stereo not drawn)
→ i	1.2
- CCCCC[C@H](C)N1C[C@@H](COCc2ccccc2)Oc2cc(N3CCC[C@H]3COC)ccc2S1(=O)=O
→ i	0.9
- COc1ccc(N2c3ccccc3CN(Cc3ccccc3)[C@@H](C)[C@H]2Cc2ccc(-c3ccccc3)cc2)cc1
→ i	3.0
- CCCCCCCCNS(=O)(=O)CCNCCCC
→ i	0.4
- CCNC(=O)C1CCCN(C(=O)c2ccc(C)c(F)c2)CC1 (stereo not drawn)
→ i	0.7
- CC(C)CN1CC(Br)C(=O)NC1=O (stereo not drawn)
→ i	0.5
- COc1cccc(CNc2nc(NCC3CC3)nc3ccsc23)c1
→ ?	·
- O=C(NN=Cc1ccccc1O)NN=Cc1ccccc1O
→ i	0.9
- Cc1nc2sccn2c(=O)c1S(=O)(=O)NCC1CCN(Cc2ccc(Cl)cc2)CC1
→ i	1.8
- O=[N+]([O-])c1cccc(COc2ccccc2CO)c1
→ i	0.4
- CN(C)c1ccc(-c2csc(C(O)(c3ccccc3)C(F)(F)F)n2)cc1 (stereo not drawn)
→ i	1.6
- COc1ccc(O)c(C(=O)CC(=O)c2cccnc2)c1
→ i	0.5
- CCCCOc1ccc(C(=O)NCCN2CCC(n3c(=O)[nH]c4ccccc43)CC2)cc1
→ i	1.2
- CN(Cc1ccccc1F)c1cc2c(c3c1ccn3C)C1CCC2C1 (stereo not drawn)
→ i	0.9
- C=CCOc1cccn2c(N(C)C(=O)c3ccccc3F)c(CC)nc12
→ i	0.6
- C=CCOC(=O)N1CCC2CC1c1c(-c3ccc(C(F)(F)F)cc3)cccc12 (stereo not drawn)
→ i	0.8
- CCCCn1nnnc1C(c1ccc(OC)cc1)N1CCN(C/C=C/c2ccccc2)CC1 (stereo not drawn)
→ i	0.6
- CCc1nc2ccc(C(=O)NCCOc3ccc(OC)cc3)cn2c1N(C)CCCc1ccccc1
→ i	1.2
- Cc1ccc(S(=O)(=O)N2CCOCC2)cc1NC(=O)COC(=O)COc1ccc(C#N)cc1
→ i	0.3
- CC[C@@H](NC(=O)[C@H](Cc1ccccc1)NC(=O)CC[C@H]1O[C@@H](n2ccc(=O)[nH]c2=O)[C@H](O)[C@@H]1O)c1ccccc1
→ i	1.4
- COc1cc2cc(C)c(Br)c(OC)c2cc1OC
→ i	0.5
- O=c1ccn(C2CCCCC2)c(=O)[nH]1
→ i	2.2
- O=C(NCc1ccccc1C(F)(F)F)c1cccc2c1C(=O)c1ccc(N3CCC(N4CCCCC4)CC3)cc1S2(=O)=O
→ +	5.4*
- COc1ccccc1NC(=O)C(CC(=O)O)Cc1cc(C)cc(C)c1 (stereo not drawn)
→ i	1.0
- COc1ccccc1CNC(=O)COC(=O)Cn1cnc2c1c(=O)n(C)c(=O)n2C
→ i	0.4
- COc1ccccc1N(C)S(=O)(=O)c1ccc(C(=O)NCc2ccccc2CN2CCCC2)cc1
→ i	0.9
- CC(C)(C)OC(=O)N(CCc1ccccc1)Cc1cccc(OCc2cccc(NC(=O)C3CCCC3)c2)c1
→ i	0.3
- CCNC(=O)C1(C)CCN(C(=O)c2c(-c3ccccc3)noc2C)C1 (stereo not drawn)
→ i	0.9
- C=C1C(=O)OC2C1C(OC(=O)C(C)=CC)CC(=C)C1C(O)C3OC3(C)C21O (stereo not drawn)
→ i	0.6
- CC(C)CN1C(=O)C(=O)N(CC(=O)NCCCc2ccccc2)C1=O
→ i	1.6
- CC1=C(C(=O)N(C(C)C)C(C)C)CC(CC(=O)NCCc2ccccn2)C(=O)N1Cc1ccc(F)cc1 (stereo not drawn)
→ i	0.5

# Seven entries out of the list, ordered by molecular weight, descending.
# The line under a structure holds: Myeloid diff 2	Myeloid diff 2 GFP+ MAC1+ %
- O=C(NCc1ccccc1C(F)(F)F)c1cccc2c1C(=O)c1ccc(N3CCC(N4CCCCC4)CC3)cc1S2(=O)=O
→ +	5.4*
- CC[C@@H](NC(=O)[C@H](Cc1ccccc1)NC(=O)CC[C@H]1O[C@@H](n2ccc(=O)[nH]c2=O)[C@H](O)[C@@H]1O)c1ccccc1
→ i	1.4
- COc1ccccc1N(C)S(=O)(=O)c1ccc(C(=O)NCc2ccccc2CN2CCCC2)cc1
→ i	0.9
- COc1ccccc1CNC(=O)COC(=O)Cn1cnc2c1c(=O)n(C)c(=O)n2C
→ i	0.4
- CCNC(=O)C1(C)CCN(C(=O)c2c(-c3ccccc3)noc2C)C1 (stereo not drawn)
→ i	0.9
- COc1cc2cc(C)c(Br)c(OC)c2cc1OC
→ i	0.5
- O=c1ccn(C2CCCCC2)c(=O)[nH]1
→ i	2.2

# Individual results from above.
# O=c1ccn(C2CCCCC2)c(=O)[nH]1 in Myeloid diff 2 GFP+ MAC1+ % reads 2.2
# CCNC(=O)C1(C)CCN(C(=O)c2c(-c3ccccc3)noc2C)C1 (stereo not drawn) in Myeloid diff 2 GFP+ MAC1+ % reads 0.9

# More structures follow:
# The line under a structure holds: Myeloid diff 2	Myeloid diff 2 GFP+ MAC1+ %
- COC(=O)CCCn1cc(CN(C)C2CN(Cc3cn(CCCC(=O)OC)nn3)S(=O)(=O)C2)nn1 (stereo not drawn)
→ i	0.8
- CC1=C(C(=O)N2CCOCC2)CC(CC(=O)NCCCCc2ccccc2)C(=O)N1CCCN1CCCC1=O (stereo not drawn)
→ i	0.9
- CCSC1C(=O)N(C)C(SCC)C(=O)N1C (stereo not drawn)
→ i	0.7
- CC(=O)Nc1cccc(-c2ccnc3c2CC(C)(C(=O)Nc2cccc(OC(F)(F)F)c2)O3)c1 (stereo not drawn)
→ i	0.8
- CCc1nc2ccc(C(=O)NCCOc3ccc(OC)cc3)cn2c1N(CC)CCN(C)C
→ i	0.4
- CCN1C(=O)/C(=C/c2cn(-c3ccccc3)nc2-c2cccnc2)SC1=S
→ i	1.0
- COc1ccccc1N1CCCSC1=Nc1ccccc1
→ i	1.1
- COc1cccc(C#Cc2ccc3c(c2)O[C@@H](CN(C)C(=O)c2ccccn2)[C@@H](C)CN([C@H](C)CO)S3(=O)=O)c1
→ i	0.4
- Cc1nc(N/N=C/c2cccc([N+](=O)[O-])c2)cc(N2CCCCC2)n1
→ i	0.9
- COc1ccc(NC(=O)COC(=O)C2COc3ccccc3O2)cc1OC (stereo not drawn)
→ i	0.8
- O=C1NN=C2CCCCCCC12 (stereo not drawn)
→ i	0.8
- COC(=O)C1=C(C(=O)OC)[C@]2([C@@H]3CCCCN[C@@H](Cc4ccccc4)C(=O)N3Cc3ccccc3)C=C[C@H]1O2
→ i	2.3
- CC(=O)OCC1OC(COC(C)=O)(c2ccc(C)cc2)C(OC(C)=O)C1OC(C)=O (stereo not drawn)
→ i	0.3
- CS(=O)(=O)Nc1cccc(-c2cc(NC=O)c3ncc(-c4ccc(F)c(Cl)c4)n3c2)c1
→ i	0.0
- CSc1ccc(CN2CCC2(C)C(=O)NCc2ccccc2Br)cc1 (stereo not drawn)
→ i	0.7
- CC(C)(C)c1cc2nc(NCCOc3ccccc3)ccn2n1
→ i	0.2
- Cc1ccn2c(Cc3ccccc3)c(-c3ccc(Br)cc3)nc2c1
→ i	0.5
- COc1cccc(COC(=O)CSCC(=O)Nc2ccc(C)cc2)c1OC
→ i	0.8
- O=C(COC(=O)c1cc(S(=O)(=O)N2CCCCC2)ccc1Cl)NC1CCCCC1
→ i	1.1
- O=C1c2ccccc2C(c2nnnn2-c2ccc3c(c2)OCCO3)N1CCOc1ccccc1 (stereo not drawn)
→ i	0.3
- CCN(CCO)CC1CCCC2CCCCC21 (stereo not drawn)
→ i	1.3
- CCOC(=O)C1(C)CCCCN1C(=O)c1ccc(N(C)C)cc1 (stereo not drawn)
→ i	1.3
- O=C(CSc1nnc2ccc(-c3ccccn3)nn12)Nc1cccc(F)c1
→ i	2.5
- CCOc1ccc(NC2=CC(=O)C(=O)c3ccccc32)cc1
→ ?	·
- CN1CCN(c2cc(-c3ccc4ccccc4c3)nc3ccnn23)CC1
→ i	0.9
- CCOC(=O)N1CCN(C(=O)C[C@@H]2C[C@@]3(C(=O)OC)CCCCC=C3N(CCC3=CCCCC3)C2=O)CC1
→ i	1.2
- CC(C)C1CC2=C(C(=O)OC(C)(C)O2)C(c2ccc(F)cc2)O1 (stereo not drawn)
→ i	0.3
- OC[C@@H]1CN(CCN2CCOCC2)C[C@H](n2cnc3c(N4CCCC4)ncnc32)O1
→ i	0.5
- COc1ccc(NC(=O)c2cc(C3CCCCN3S(=O)(=O)c3c(C)noc3C)on2)c(C)c1 (stereo not drawn)
→ i	0.0
- COc1ccc(CN2CCC[C@]3(N[C@H](c4ccccc4)[C@@H]4C(=O)N(C)C(=O)[C@@H]43)C2=O)cc1
→ i	1.3
- CSc1ccc(CN2CCC(C)(Oc3ccc(F)cc3)C2)cc1 (stereo not drawn)
→ i	1.7
- CC12CCC(C(NC(=S)NN)C1=O)C2(C)C (stereo not drawn)
→ i	0.6
- Cc1nc2ccc(C(=O)NC(C)(C)C)cn2c1N(C)C(=O)CCc1ccccc1
→ i	0.8
- COc1cccc(-c2cc(C(=O)O)c3cc4ccccc4cc3n2)c1OC
→ i	0.6
- Cc1cc(C)cc(NC(=O)C2COc3ccccc3O2)c1 (stereo not drawn)
→ i	0.6
- Cc1ccc(OC(C)C(=O)N2CCc3ccccc32)c([N+](=O)[O-])n1 (stereo not drawn)
→ i	0.7
- O=[N+]([O-])c1ccc(NN=Cc2ccco2)nc1
→ i	1.1
- CCOC(=O)N1CCN(S(=O)(=O)N2CCCC(C(=O)NCc3ccccc3OCC)C2)CC1 (stereo not drawn)
→ i	1.1
- Cc1ccc(CN2C(=O)CCC2(C)c2nnnn2Cc2ccccc2)cc1 (stereo not drawn)
→ i	1.5
- CC(C)C[C@@H](CN1CCC[C@H]1CN1C(=O)C(=O)NC[C@@H]1Cc1ccc(O)cc1)N1C[C@H](Cc2ccc(O)cc2)N(CC2CCCCC2)C(=O)C1=O
→ i	1.0
- COc1ccc2oc3c(ccc[n+]3C)c(=O)c2c1
→ i	0.8
- Cc1cccc(C)c1NC(=O)CNC(=O)CNC(=O)c1ccc2ccccc2c1
→ i	0.7
- CCC1([N+](=O)[O-])COC(c2ccc(OC)cc2)OC1 (stereo not drawn)
→ i	0.6
- COc1cccc2c1C1(O)C2CCCCCCCCCC12OCCCO2 (stereo not drawn)
→ i	0.8
